# High-throughput results as filed in PubChem.
# PLK1 PBD inh: blocks phosphopeptide binding to human PLK1 polo-box domain; Plk1 PBD binding of FITC phosphopeptide, fluorescence polarization; actives 2.8% (n = 360,000); P53350; Potency, µM, inactives show max response, negative = inhibition, hits mostly inhibitors; further: potency means the concentration at half of the fitted maximal effect; series mostly up to about 57 µM; on the % scale 0 is the no-effect control and ±100 the full control effect; nearly all actives have a fitted effect of over 65% in size
# Target sequence (P53350 whole entry, looked up, the tested form may be a part): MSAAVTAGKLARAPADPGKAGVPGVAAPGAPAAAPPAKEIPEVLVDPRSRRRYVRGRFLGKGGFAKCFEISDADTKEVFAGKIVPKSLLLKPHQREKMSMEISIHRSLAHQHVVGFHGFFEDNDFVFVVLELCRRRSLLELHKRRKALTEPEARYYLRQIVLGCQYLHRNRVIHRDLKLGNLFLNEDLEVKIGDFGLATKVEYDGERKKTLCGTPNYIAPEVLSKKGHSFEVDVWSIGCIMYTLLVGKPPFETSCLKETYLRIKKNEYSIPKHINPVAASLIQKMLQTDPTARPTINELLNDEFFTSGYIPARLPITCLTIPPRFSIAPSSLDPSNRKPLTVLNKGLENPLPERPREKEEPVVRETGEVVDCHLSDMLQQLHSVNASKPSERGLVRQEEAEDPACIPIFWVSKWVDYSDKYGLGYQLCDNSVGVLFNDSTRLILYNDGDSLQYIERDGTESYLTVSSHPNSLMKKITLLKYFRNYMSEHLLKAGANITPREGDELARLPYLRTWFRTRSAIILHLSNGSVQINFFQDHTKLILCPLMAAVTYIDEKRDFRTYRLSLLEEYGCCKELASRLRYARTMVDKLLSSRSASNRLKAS
# PTHR1 agonist: agonists of human PTHR1 parathyroid hormone receptor; HEK293 GP2 PTHR1 cells, GloSensor cAMP luminescence, 1 h; Potency, µM (doses to about 115 µM), for inactives: at the highest dose activation, hits mostly activators; actives 0.075% (n = 410,000); further: potency means the concentration at half of the fitted maximal effect; nearly all actives have a fitted effect of over 55% in size; some results filed as inactive show a strong effect at the top dose; inactives centre near -15; many of its hits are not listed in these tables
#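 HEK-293-derived GP2 cells expressing PTHR1 and a GloSensor cAMP reporter, 3,000/well, plated overnight, given luciferin plus IBMX (each 0.5 mM as added) for 1 h at 37 °C, then compound for 1 h at 37 °C. Luminescence was read after 15 min at room temperature.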
# PI5P4Ka inh: PI5P4K alpha (human) kinase inhibition; PI5P4Kalpha enzyme, ADP-Glo luminescence, 60 min; active compounds read low; max response, %; AID 652105; P48426; actives 1.2% (n = 330,000); active means max response of -50% or lower; inconclusive means between -30% and -50%; inactive means -30% or higher; further: value at the top dose of about 77 µM; on the % scale 0 is the no-effect control and ±100 the full control effect
# Target sequence (P48426 whole entry, looked up): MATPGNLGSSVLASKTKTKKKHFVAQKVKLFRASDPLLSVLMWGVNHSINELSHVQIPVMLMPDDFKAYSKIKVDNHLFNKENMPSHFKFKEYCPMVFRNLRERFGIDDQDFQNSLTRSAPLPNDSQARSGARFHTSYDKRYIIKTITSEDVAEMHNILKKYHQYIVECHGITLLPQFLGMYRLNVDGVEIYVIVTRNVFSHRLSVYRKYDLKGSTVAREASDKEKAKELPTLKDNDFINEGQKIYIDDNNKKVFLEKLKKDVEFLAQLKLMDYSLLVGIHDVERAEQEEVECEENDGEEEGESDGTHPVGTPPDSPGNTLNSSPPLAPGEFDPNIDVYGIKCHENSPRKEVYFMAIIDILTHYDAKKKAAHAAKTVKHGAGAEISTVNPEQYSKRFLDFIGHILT
#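 ADP-Glo luminescence end-point read after a 60 min room-temperature kinase reaction of PI5P4Kalpha plus substrate, initiated with ATP at 5 microM final. Buffer: 0.038 M HEPES pH 7.4, EGTA, 0.1% CHAPS, 5% DMSO.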
# HEK293 tox: cytotoxicity in counter-screen for GLP-1R inverse agonists. Potency, µM (doses to about 38.3 µM), for the others: at the highest dose activity change, negative = inhibition, usual class: inhibitors. HEK293 cAMP-luciferase reporter cells, luminescence, 24 h. actives 0.13% (n = 410,000);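 further: loss of luciferase light is scored as toxicity; potency means the concentration at half of the fitted maximal effect; on the % scale 0 is the no-effect control and ±100 the full control effect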
#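 Step one: seed cells (200 cells/uL, DMEM with 10% Nu serum, 1% pen-strep). Step two: 12-hour incubation at 37 deg C. Step three: pin 23 nL compound, incubate 24 hr. Step four: add luciferase reagent, read luminescence 12 min later.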
# GLP1R ag: GLP-1 receptor (human) agonism. HEK293 GLP-1R CRE-luciferase, luminescence, 4-6 h; cells express a hypersensitive GLP-1R form. Potency, µM (top dose mostly 45.6 µM), inactives show top-dose activation, usual class: activators. actives 0.007% (n = 380,000); further: potency means the concentration at half of the fitted maximal effect; % of control where 0% means no effect
# GLP-1R inv ag: acts as inverse agonist at human GLP-1 receptor | P43220 | HEK293 GLP-1R CRE-luciferase, luminescence, 24 h; GLP-1R form is constitutively active | Potency, µM (series often up to 38.3 µM), without a hit: at the top dose activity change, negative = inhibition, most hits filed as inhibitors | actives 1.6% (n = 410,000); further: potency means the concentration at half of the fitted maximal effect; on the % scale 0 is the no-effect control and ±100 the full control effect; nearly all actives have a fitted effect of over 55% in size
#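 HEK293 cells stably co-expressing constitutively active GLP-1R and a cAMP-responsive luciferase reporter were seeded in DMEM with 10% Nu serum, given compounds after 12 h, and incubated 24 h at 37 deg C. Luminescence was then read.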
# EPAC1 ag: EPAC1 (human) agonism; O95398; EPAC1 agonist qHTS, biochemical assay; response scale: 100% = response to 6.5 mM cAMP; Potency, µM (doses to about 154 µM), for the others: at the top dose activation, hits mostly activators; actives 0.073% (n = 360,000); AID 720707; further: potency means the concentration at half of the fitted maximal effect; nearly all actives have a fitted effect of over 60% in size
#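 Nucleotide exchange assay: 100 nM EPAC1 with 250 nM Rap1B loaded with BODIPY-GDP and 50 uM GDP, room temperature. Fluorescence (480/540 nm) read every 5 min for 30 min; signal change normalized to 6.5 mM cAMP as full agonist.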
# IL-2 act: IL-2 activation | IL-2 activation reporter assay, cell-based qHTS; stimulated with anti-CD3/CD4/CD28 beads; in transgenic mouse T cells | activation, % (series mostly up to about 46 µM) | actives 0.065% (n = 360,000) | AID 652025; in the data active means activation above about 50%; inconclusive means mostly about 30% to 49%; further: 0% is about no effect
#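 Using fluorescent plate cytometry, EGFP and DsRed are detected in transgenic mouse T cells stimulated 18 h at 37 degrees C with antibody-coated beads after 60 min compound pretreatment.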
# EPAC1 antag: blocks human EPAC1 exchange factor; Potency, µM (highest dose often 115 µM), without a hit: top-dose activity change, negative = inhibition, most hits filed as inhibitors; EPAC1 GEF assay, Rap1b-BODIPY-GDP exchange fluorescence; actives 0.14% (n = 360,000);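 further: potency means the concentration at half of the fitted maximal effect; plate controls were vehicle for no effect and positive control for full effect; nearly all actives have a fitted effect of over 50% in size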
# * hit, by the source's call; i = inactive; ? = inconclusive; / = no result given; [ ] = dose if it differs, or a comment. Unless noted, the call rests on the fitted dose curve; in most records, active means well fitted curve in the direction sought with a large enough effect; inconclusive means small, poorly fitted or top-dose-only effect, or another doubt; inactive means no such curve, though single readings can be large; an effect the other way counts as inactive or inconclusive.
SMILES,PLK1 PBD inh,PTHR1 agonist,PI5P4Ka inh,HEK293 tox,GLP1R ag,GLP-1R inv ag,EPAC1 ag,IL-2 act,EPAC1 antag
O=[N+]([O-])c1ccc2c(c1)C(=Nc1ccccc1)c1ccccc1-2,-15%,-2%,6,2%,20%,12%,15%,-0.7,-21%
CC(NC(=O)c1ccc2c(c1)OCO2)c1cccc(C(F)(F)F)c1 (stereo not drawn),-7%,-5%,-9,-8%,8%,?,-5%,-0.6,5%
COc1cccc(CN2CCN(c3cccc(C(F)(F)F)c3)CC2)c1OC,-5%,-23%,/,2%,1%,-15%,28%,1.7,-23%
Fc1cccc(-c2cc3nc4c(c(N5CCOCC5)n3n2)CCCC4)c1,-8%,i,/,6%,2%,0%,12%,-2.1,-7%
CC(OC(=O)Cn1c(C(F)(F)F)nc2ccccc21)C(N)=O (stereo not drawn),-7%,i,-1,1%,-11%,9%,5%,-0.4,-7%
COc1ccc(OC)c(CCNC(=O)c2cc3c(-c4ccccc4F)nn(C)c3s2)c1,/,-94%[inhibitor],/,-16%,0%,?,/,/,/
CC1=C(C(=O)OCc2ccccc2)C(c2ccc(Cl)cc2)NC(=O)N1CCCCCC(=O)O (stereo not drawn),-19%,-26%,-10,2%,14%,9%,-16%,0.1,-5%
CC(NC(=O)OCc1ccccc1)c1ccccc1 (stereo not drawn),5%,i,4,1%,2%,?,1%,-1.1,-5%
CCOC(=O)[C@H]1[C@H]2COc3ccc(C)cc3[C@@H]2N2C(=O)CN(Cc3ccc(F)cc3)C(=O)[C@@]12C,-9%,i,0,0%,1%,-6%,-18%,0.4,-16%
CCOC(=O)C(=O)Nc1ccc(F)cc1,-14%,i,-6,-4%,1%,10%,2%,0.1,5%
Cc1oc(-c2ccccc2F)nc1CS(=O)(=O)CC(=O)NCc1ccccc1Cl,-4%,-44%[inhibitor],-7,-40%,-5%,?,5%,-2.0,-6%
Cc1ccc2c(C(=O)N3CCN(c4ccccc4)CC3)cc(-c3cccnc3)nc2c1C,-1%,i,3,-12%,6%,?,-12%,-1.3,-17%
COc1ccc(C2c3c(ncn(CCCO)c3=N)Oc3ccc4ccccc4c32)cc1OC (stereo not drawn),-24%,-27%,4,?,31%,?,1%,-4.8,?
CC(C)=CCCC1=CCC(/C(C)=N/NC(N)=O)CC1 (stereo not drawn),-2%,i,26,-3%,0%,0%,-2%,-0.4,-13%
CN1CCN(S(=O)(=O)c2ccc(N(C)Cc3cccs3)nc2)CC1,-5%,i,5,-4%,-2%,0%,3%,-1.8,5%
CC(C)(C)OC(=O)N/N=C\c1ccc(OC(=O)c2cccs2)cc1,-8%,-39%[inhibitor],2,-2%[1.53 µM],-17%,-19%,0%,1.2,6%
CC(C)=CCc1c(O)cc(O)c2c(=O)c(O[C@@H]3O[C@@H](C)[C@H](O)[C@@H](O)[C@H]3O)c(-c3ccc(O)cc3)oc12,-3%,-2%,-17,?,8%,?,-11%,0.1,-21%
CC(=O)c1c(C(C)=O)c(C)n(-c2ccc(O)cc2)c1C,-13%,i,/,-5%,-11%,4%,-2%,-3.2,9%
CCc1cccc(NC(=O)c2cc(OC)c(OC)c(OC)c2)c1,-19%,-19%,-14,15%,12%,-4%,4%,-2.5,-1%
COc1ccccc1CC(=O)Nc1ccon1,-21%,i,0,10%,-5%,10%,1%,0.0,-13%
CCc1nnc(NC(=O)CSc2ncnc3c2cnn3-c2ccc(OC)cc2)s1,-6%,-5%[57.5 µM],/,2%,-2%,0%,-3%,-1.8,-4%
O=c1[nH]c2cc(S(=O)(=O)CCO)ccc2o1,-11%,-1%,-3,2%,0%,-19%,3%,0.2,-8%
Cc1nc(-c2ccccn2)nc(SCC(=O)N2CCOCC2)c1Cl,24µM*,i,-1,3%,9%,11%,-6%,1.0,-7%
COC(=O)c1ccccc1NC(=O)c1cc(-c2ccco2)on1,-18%,i,-7,6%,9%,40%[activator],9%,0.2,-2%
O=C(Nc1ccc(Cl)c(Cl)c1)Nc1ccccc1C(=O)O,-13%,-34%,-7,-7%,-6%,5.6µM*,-16%,-2.6,-22%
SMILES,PLK1 PBD inh,PTHR1 agonist,PI5P4Ka inh,HEK293 tox,GLP1R ag,GLP-1R inv ag,EPAC1 ag,IL-2 act,EPAC1 antag
COc1ccc(S(=O)(=O)NC(C)C(=O)NCc2cccnc2)cc1OC (stereo not drawn),-2%,?,4,1%,-1%,11%,-1%,0.4,-13%
CCOC(=O)/C(C#N)=C1/C=CN(c2ccccc2)C=N1,1%,9%[57.5 µM],-4,-4%,-11%,17%,-3%,2.6,5%
COc1ccc(C(=O)Nc2c3c(nn2-c2ccc([N+](=O)[O-])cc2)CS(=O)(=O)C3)cc1,-5%,i,-2,-6%,2%,-20%,12%,-3.0,-7%
O=C(COc1ccccc1)OCc1csc(Nc2ccccc2)n1,-6%,-35%[inhibitor],0,-17%,11%,6%,17%,0.1,-15%
CCc1nnc(SCC(=O)Nc2ccc3c(c2)OCO3)o1,1%,i,-3,-4%,0%,-1%,-6%,1.1,7%
COc1cc(S(=O)(=O)N2CCOCC2)ccc1NC(=O)COC(=O)CC12CC3CC(CC(C3)C1)C2,2%,i,14,-10%,7%,-2%,1%,-1.3,9%
Cc1ccc(S(=O)(=O)N2CCC(C(=O)NCCCN3CCOCC3)CC2)cc1C,2%,i,4,-8%,9%,?,9%,1.9,-3%
Cc1csc(=O)n1CCC(=O)OCC(=O)Nc1ccc(S(N)(=O)=O)cc1,1%,i,-9,1%,-5%,5%,-5%,0.3,-14%
Cc1onc(-c2ccccc2)c1C(=O)c1c[nH]c(C(=O)NCCCN2CCOCC2)c1,-15%,3%,1,-1%,9%,-8%,4%,4.2,?
CCCCc1nc(N2CCN(C(=O)c3ccco3)CC2)c(C#N)c2c1CCCC2,-20%,-75%[inhibitor],2,-28%,-2%,?,18%,-6.5,-4%
C[C@@]12C(=O)N(c3cccc(Cl)c3)C(=O)N1[C@H](c1ccc(Cl)cc1)[C@@H]1C(=O)N(C3CCCCC3)C(=O)[C@@H]12,-5%,-30%,15,-13%,-1%,?,12%,0.1,?
O=C(NCCCN1CCOCC1)c1ccccc1-c1ccccc1,-9%,i,2,30%[activator],2%,16%,1%,-3.1,-12%
CCOC(=O)c1c(-c2ccccc2)csc1NC(=O)COc1ccc2c(C)cc(=O)oc2c1,27µM*,i,-7,-14%,-1%,0%,5%,-0.1,10%
NC1=NC(=O)/C(=C/c2ccc(Cl)cc2Cl)S1,-10%,-4%,2,1%,8%,13%,9%,0.2,4%
O=C(Cn1cnc2cc([N+](=O)[O-])ccc2c1=O)Nc1ccc2c(c1)OCO2,2%,i,-5,-7%,9%,6%,-4%,-1.7,20%
COc1c(-c2ccc([N+](=O)[O-])cc2[N+](=O)[O-])c(=O)n(C)c(=O)n1C,-5%,-18%,0,?,-2%,4%,-15%,-2.1,-2%
Nc1ccc(C(=O)OCC(=O)N2CCc3ccccc3C2)cc1[N+](=O)[O-],2%,-20%,-1,-5%,22%,6%,1%,1.1,-3%
CC1CCC2(CC1)NC(=O)N(CC(=O)NCc1cccs1)C2=O (stereo not drawn),2%,i,-5,5%,-2%,1%,4%,0.6,9%
CCC(=O)N1CCN(CCN=CC2=C(O)CC(c3ccc(OC)cc3)CC2=O)CC1 (stereo not drawn),?,-29%,-11,-1%,6%,14%,7%,0.4,-13%
CCCCCCCCN1C(=O)[C@H](CC(=O)NCc2cccs2)C[C@@]2(C(=O)OC)CCCCC=C12,-14%,-15%,8,-6%,-4%,?,-18%,-0.7,-13%
Cc1sc(NC(=O)CCl)c(C(=O)c2ccccc2)c1C,27µM*,0%,/,?,-21%,-4%,0%,-2.4,-15%
CC(C)(C)c1ccc(C(=O)OC/C(O)=C(\C#N)c2nc3ccccc3s2)cc1,?,-22%,-26,-13%,0%,25%,-12%,1.3,2%
COC(=O)[C@@H](Cc1c[nH]c2ccccc12)NC(=O)c1cc(=O)[nH]c2ccccc12,6%,i,26,2%,8%,2%,-6%,-0.1,-7%
Nc1nc2ccc(Cl)cc2cc1C(=O)NCCc1c[nH]c2ccccc12,-3%,-15%,7,-17%,3%,?,5%,-0.8,-22%
COc1ccc(Nc2nnc(SCC(=O)N3CCCC3)s2)cc1,-17%,-9%,3,-10%,0%,-1%,-2%,0.2,-13%
SMILES,PLK1 PBD inh,PTHR1 agonist,PI5P4Ka inh,HEK293 tox,GLP1R ag,GLP-1R inv ag,EPAC1 ag,IL-2 act,EPAC1 antag
O=C(NCCN1CCOCC1)C1CC(=O)N(c2ccc(Cl)cc2)C1 (stereo not drawn),-2%,i,3,-8%,0%,7%,6%,-0.2,3%
CC(C)CCNC(=O)c1c[nH]c2ccc(S(=O)(=O)N3CCC4(CC3)OCCO4)cc2c1=O,-10%,-8%,1,-10%,1%,1%,-7%,-2.5,-1%
Cc1ccc(S(=O)(=O)Nc2cc(S(=O)(=O)N3CCOCC3)ccc2NCC2CCCO2)cc1 (stereo not drawn),3%,-1%,-1,-23%,-11%,-4%,-3%,-1.1,5%
CCCCc1nc2cc(C(=O)N3CCN(c4cnccn4)CC3)ccc2o1,2%,-1%,0,-11%,4%,-6%,-8%,-3.1,8%
Cc1ccc(Cn2c(SCCN3CCCCC3)nc3c2c(=O)[nH]c(=O)n3C)cc1,7.5µM*,i,-13,-4%,22%,0%,-4%,-2.1,1%
COc1ccccc1NC(=O)COC(=O)Cc1c[nH]c2ccccc12,4%,-27%,-5,7%,-2%,-13%,3%,2.0,-16%

# Some entries already given with just GLP-1R inv ag, GLP1R ag and IL-2 act:
SMILES | GLP-1R inv ag | GLP1R ag | IL-2 act
Cc1onc(-c2ccccc2)c1C(=O)c1c[nH]c(C(=O)NCCCN2CCOCC2)c1 | -8% | 9% | 4.2
COc1ccc(C2c3c(ncn(CCCO)c3=N)Oc3ccc4ccccc4c32)cc1OC (stereo not drawn) | ? | 31% | -4.8

# These rows are one share of the data; the hit share may differ from the screen's.
